# KCNQ1 pot = potentiators or activators of KCNQ1 channel, primary screen, cell-based, thallium flux, high-throughput; Potassium voltage-gated channel subfamily KQT member 1 (Homo sapiens), P51787; CHO-K1 KCNQ1, thallium flux FluxOR fluorescence; stronger effect = higher value; B-score at 10 µM; actives 0.35% (n = 310,000); AID 2648, 2010;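 active = fluorescence ratio B-score, a plate-corrected score, at least three library SD, with initial intensity B-score within 5 SD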
# Target sequence (P51787 whole entry, looked up): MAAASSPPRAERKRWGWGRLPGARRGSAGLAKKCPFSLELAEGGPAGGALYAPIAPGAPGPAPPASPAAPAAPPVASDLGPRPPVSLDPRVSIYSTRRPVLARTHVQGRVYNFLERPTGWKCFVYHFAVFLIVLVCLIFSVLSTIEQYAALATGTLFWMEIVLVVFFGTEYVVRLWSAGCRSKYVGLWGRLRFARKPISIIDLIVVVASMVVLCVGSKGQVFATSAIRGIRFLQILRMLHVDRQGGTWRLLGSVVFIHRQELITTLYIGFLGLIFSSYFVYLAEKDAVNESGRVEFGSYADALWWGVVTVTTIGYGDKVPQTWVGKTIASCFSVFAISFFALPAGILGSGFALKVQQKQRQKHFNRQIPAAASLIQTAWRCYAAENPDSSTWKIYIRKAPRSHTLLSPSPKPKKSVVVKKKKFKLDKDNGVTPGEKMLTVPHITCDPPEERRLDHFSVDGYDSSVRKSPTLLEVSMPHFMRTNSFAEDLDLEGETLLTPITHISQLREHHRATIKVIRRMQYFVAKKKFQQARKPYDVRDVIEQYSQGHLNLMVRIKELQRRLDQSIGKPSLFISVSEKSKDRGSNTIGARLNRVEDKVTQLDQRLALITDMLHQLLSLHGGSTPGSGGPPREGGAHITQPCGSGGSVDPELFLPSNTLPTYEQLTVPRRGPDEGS
#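 Schedule – 37 °C overnight plating, 90-min dark dye load, 20-min compound pretreatment · System – stable KCNQ1 CHO-K1 line · Probe or stimulus – thallium- and potassium-containing depolarizing buffer · Measured by – kinetic FluxOR fluorescence, 10 s baseline plus 110 s post-stimulus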
# DYRK1A inh = rat Dyrk1A kinase inhibitors, primary screen, biochemical, single point, plate reader. ADP-Glo luminescence, NFATc1 peptide. inhibition, % at 12.5 µM. actives 0.43% (n = 310,000); in the data active = inhibition above about 50%;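 also: plate controls were vehicle with enzyme for no effect and no enzyme for full effect; many of its hits are not listed in these tables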
# GSK3beta inhib = human GSK3beta kinase inhibitors, primary screen, biochemical, cell-free homogeneous, HTS. Glycogen synthase kinase-3 beta (Homo sapiens), P49841. GST-GSK3beta kinase, ADP-Glo luminescence, 60 min; stronger effect = lower value. activity score (negative = inhibition), % at 10 µM. actives 0.038% (n = 300,000);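 active = more than half of replicate wells score below -50%, meaning over 50% inhibition versus plate controls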;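 also: 0% = median DMSO wells and -100% = median GW8510 positive control wells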
#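 Test system: GST-tagged human GSK3beta kinase, cell-free; evaluation: activity score scaled between in-plate DMSO and GW8510 controls; measured by: ADP-Glo luminescence; incubation: 60 min reaction, RT; benchmarks: DMSO and 20 µM GW8510; reagent: peptide substrate plus 25 µM ATP (final); medium: Tris/MgCl2 kinase buffer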
# RGS4 act = RGS4 potentiators or activators, primary screen, cell-based, HEK293 M3R inducible RGS4, calcium flux. carbachol calcium flux Fluo4; stronger effect = lower value. B-score at 10 µM. actives 0.92% (n = 310,000);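 active = B-score of the integrated calcium signal more than 4 SD below the library mean, with starting fluorescence not abnormally high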;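 also: negative B-score means reduced calcium response which marks RGS4 activation or potentiation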
#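 test system = M3R-expressing HEK293 line, RGS4 induced by doxycycline | probe or stimulus = carbachol at ECmax as muscarinic agonist stimulus | timing = dye loading 30 min 37 °C, buffer rest 30 min RT | signal = calcium dye Fluo4 fluorescence | evaluation = B score from integrated fluorescence ratio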
# KCNK9 inh = KCNK9 potassium channel inhibitors, primary screen, HEK293 cells, thallium flux; FluxOR thallium flux fluorescence; stronger effect = lower value; B-score at 10 µM; actives 1.2% (n = 310,000);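 active = ratio B-score over 3 SD below the library mean, with starting fluorescence within 5 SD of its mean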;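 also: negative B-score means less thallium flux so channel inhibition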
# PolyA inhibitor = polyadenylation inhibitors in yeast reporter cells, primary screen, luminescence, S. cerevisiae; actives 0.02% (n = 300,000); S. cerevisiae SKY197-pL101 polyadenylation reporter, beta-gal luminescence; efflux-impaired pdr1/pdr3 knockout yeast; score 100 = 6 SD above DMSO; calls only at 12 µM; AID 1875, 2009;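 active = lowest replicate activity score at least 50, where 100 means six control SD above control mean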;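 also: yeast exposed to compound for 9 h at 30 °C; higher score means more reporter readthrough which indicates perturbed polyadenylation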
# hERG protect = hERG rescue from dofetilide block, primary screen, cell-based, CHO-hERG, FluxOR thallium flux, dofetilide IC70; Voltage-gated inwardly rectifying potassium channel KCNH2 (Homo sapiens), Q12809; dofetilide IC70 present; actives 0.51% (n = 310,000); AID 1511, 2009; activation (rescue from dofetilide block), less the hit threshold, % at 10 µM;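 active = activation above the mean of controls blocked by dofetilide plus 5 SD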;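 also: thallium influx through hERG after potassium depolarization seen as dye fluorescence rise; in these data hits start at about 4.7%; inactives centre near -7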
# RGS4 block = RGS4 inhibitors, primary screen, cell-based, HEK293 M3R inducible RGS4, calcium flux. Regulator of G-protein signaling 4 (Homo sapiens), P49798. actives 0.45% (n = 310,000). B-score at 10 µM. Fluo-4 calcium flux; stronger effect = higher value; triggered by carbachol at its EC20;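 active = B-score, a plate-corrected calcium signal, over three deviations above library mean, with baseline fluorescence within five deviations of library mean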;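 also: RGS4 expression induced by doxycycline in cells with stable M3 receptor; B-score is computed from the integrated fluorescence ratio over baseline after carbachol; higher B-score means a larger calcium signal and so more RGS4 inhibition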
# KCNQ1 inh = inhibitors of human KCNQ1 channel, primary screen, cell-based, thallium flux, high-throughput; Potassium voltage-gated channel subfamily KQT member 1 (Homo sapiens), P51787; CHO-K1 KCNQ1, FluxOR thallium flux fluorescence; stronger effect = higher value; B-score at 10 µM; actives 1.3% (n = 310,000); AID 2642, 2010;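 active = compounds whose thallium flux B-score, printed positive for inhibition, exceeds three library SD while starting fluorescence stays within three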;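 also: channel opened by potassium depolarization with thallium stimulus after 20 min compound exposure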
# GSK3 alpha inh = blockers of GSK3A enzyme activity – biochemical, luminescence, cell-free homogeneous, HTS, primary screen | inhibition, % at 10 µM | Glycogen synthase kinase-3 alpha (Homo sapiens), P49840 | actives 0.1% (n = 320,000) | GSK-3 alpha kinase, ADP-Glo luminescence, 60 min;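 in the data active = inhibition above about 50%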;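 also: GST-tagged GSK-3 alpha with peptide substrate and 25 µM ATP; 0% = DMSO neutral wells and 100% = GW8510 positive control wells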
# KCNK3 inh = human KCNK3 channel inhibitors, primary screen, CHO cells, FluxOR thallium flux, B-score; B-score at 10 µM; FluxOR fluorescence; stronger effect = lower value; actives 0.84% (n = 340,000); AID 602410, 2012;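 active = B-score under library mean minus 4 SD, starting fluorescence ratio at most library mean plus 5 SD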;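 also: more negative B-score means stronger inhibition of thallium flux through KCNK3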
# Target sequence (O14649 whole entry, looked up): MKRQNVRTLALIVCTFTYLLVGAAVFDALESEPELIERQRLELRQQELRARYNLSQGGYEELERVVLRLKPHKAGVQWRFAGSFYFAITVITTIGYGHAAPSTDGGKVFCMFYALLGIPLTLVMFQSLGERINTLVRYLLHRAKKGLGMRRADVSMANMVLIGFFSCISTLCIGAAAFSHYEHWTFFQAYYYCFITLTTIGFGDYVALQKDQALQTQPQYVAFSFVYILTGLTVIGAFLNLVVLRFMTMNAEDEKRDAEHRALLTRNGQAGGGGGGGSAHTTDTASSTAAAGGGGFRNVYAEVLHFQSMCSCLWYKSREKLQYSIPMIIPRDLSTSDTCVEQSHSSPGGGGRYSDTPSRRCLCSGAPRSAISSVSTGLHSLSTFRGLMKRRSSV
# * marks the source's active call; other numbers are inactive results; i = inactive; . = no result given. This is a subset; count on the stated rates, not on these rows.
SMILES,KCNQ1 pot,DYRK1A inh,GSK3beta inhib,RGS4 act,KCNK9 inh,PolyA inhibitor,hERG protect,RGS4 block,KCNQ1 inh,GSK3 alpha inh,KCNK3 inh
CC(Sc1nc2ccccc2c(=O)n1CC1CCCO1)C(=O)N(C)Cc1ccccc1 (stereo not drawn),i,6,10,i,i,i,-17,i,i,-2,i
CCC(C)C(NC(=O)OC(C)(C)C)C(=O)NC(C(=O)N1CCCC1C(N)=O)C(C)CC (stereo not drawn),i,-3,-4,i,i,i,-13,i,i,.,i
O=C(COc1ccc([N+](=O)[O-])cc1)Nc1nnc(-c2cccnc2)s1,i,-3,-2,i,i,i,-9,i,i,-1,i
CCOC(=O)c1cnc(SCC(=O)Nc2cc(C(F)(F)F)ccc2N2CCOCC2)nc1N,i,-1,5,i,i,i,-5,i,i,-2,i
COc1ccc(CN(C)C(=S)Nc2ccc(Cl)cc2)cc1,i,1,-2,i,i,i,-8,i,i,-1,i
O=C(Oc1ccccc1)c1ccccc1OS(=O)(=O)c1ccccc1,i,9,3,i,-9.5*,i,0,i,i,-1,i
COc1ccccc1NS(=O)(=O)c1cccc(C(=O)N/N=C/c2ccc(N3CCOCC3)cc2)c1,i,-3,-4,i,i,i,-4,i,i,-1,i
COC(=O)c1ccc(Cl)c(NC(=O)CN2CCN(Cc3ccccc3)CC2)c1,i,-2,5,i,i,i,-6,i,i,-4,i
COc1ccc2oc(C(=O)OCC(=O)N3CCN(c4ccccc4)CC3)c(C)c2c1,i,-7,-4,i,i,i,-13,i,i,0,i
Cc1cc(C)c2sc(NC(=O)c3ccc([N+](=O)[O-])o3)nc2c1,i,6,-1,i,i,i,-7,i,i,-2,i
Cc1c(NC(=S)NC(=O)C2CCCCC2)c(=O)n(-c2ccccc2)n1C,i,0,-1,i,i,i,-5,i,i,1,i
CCN(CC(=O)Nc1ccc(Br)cc1)C(=O)Cc1cccc(F)c1,i,12,-1,i,i,i,-5,i,i,-2,i
CC(C)CN(C(=O)c1ccco1)c1nc2ccccc2s1,i,.,3,i,i,i,-1,i,i,0,i
Cc1cc(NC(=O)C2(c3ccccc3)CCCC2)no1,i,6,1,i,i,i,-5,i,i,2,i
CCCCOC(=O)C1=C(C)Nc2ncnn2C1c1ccc(OCC)c(OC)c1 (stereo not drawn),i,0,0,i,i,i,-8,i,i,4,i
O=C(CSc1ncccn1)N1CCN(C(=O)CSc2ncccn2)CC1,i,.,2,i,i,i,-7,i,i,-4,i
Cc1cc(-c2nnc(CCC(=O)NC(C)c3ccccc3Cl)o2)no1 (stereo not drawn),i,7,0,i,i,i,-9,i,i,-3,i
CC(C)(C)c1ccc(C(=O)c2c[nH]c(C(=O)NCCCn3ccnc3)c2)cc1,i,-2,-5,i,i,i,-10,i,i,4,i
COc1ccccc1C(=O)N/C(=C\c1ccc(Br)cc1)C(=O)NCC(=O)O,i,-1,9,i,i,i,-7,i,i,-3,i
Cc1nn(C)cc1C(=O)/C=C/c1ccc([N+](=O)[O-])cc1,i,-4,0,i,i,i,-6,i,i,-2,i
COc1ccccc1CNC(=O)CCN1C(=O)COc2ccccc21,i,-5,1,i,i,i,-6,i,i,5,i
CN1CCN(C(=O)c2ccc3c(=O)n(Cc4ccc(Cl)cc4)c(=S)[nH]c3c2)CC1,i,-5,4,i,i,i,-20,i,i,-1,i
O=C(NNC(=O)c1cccc(C(F)(F)F)c1)c1ccncc1,i,2,5,i,i,i,-1,i,i,-4,i
N#CC1=C(N)Oc2n[nH]c(CSc3ccccc3)c2C12C(=O)Nc1ccccc12 (stereo not drawn),i,5,0,i,i,i,-7,i,i,0,i
NC(=O)c1c(NC(=O)c2ccccc2C(=O)O)sc2c1CCCC2,i,1,1,i,i,i,0,i,i,0,i
CC(C)(C)c1ccc(NC(=O)COC(=O)CCN2C(=O)c3cccc([N+](=O)[O-])c3C2=O)cc1,i,-2,3,i,i,i,-10,i,i,-1,i
Cc1ccc(/C(O)=C2\C(=O)C(=O)N(C)C2c2cccc([N+](=O)[O-])c2)cc1 (stereo not drawn),i,-2,-3,i,i,i,-10,i,i,-3,i
[O-]/[N+](=C\c1cccc(Br)c1)c1ccccc1,i,-5,4,i,i,i,-16,i,i,.,i
CN1CCN(c2ccccc2NC(=O)COc2ccc(C3CCCCC3)cc2)CC1,i,13,1,i,i,i,-11,i,i,-1,i
CN(c1ccc(C(=O)NC2CCCC2)cc1)S(=O)(=O)c1ccccc1,i,0,3,i,i,i,-11,i,i,-2,i
CCCCCC1CC(=O)N(Cc2ccccc2)C(=O)N1 (stereo not drawn),i,-29,0,i,i,i,-12,i,i,-4,i
CCCC12CN3CC(C)(CN(C1)C3c1ccco1)C2=O (stereo not drawn),i,-2,-1,i,i,i,-15,i,i,1,i
O=C(N/N=C/c1cccs1)C(O)c1ccccc1 (stereo not drawn),i,.,-2,i,i,i,-5,i,i,3,i
Cc1ccc(N2CN(CCc3ccccc3)CNC2=S)cc1,i,-1,4,i,i,i,-9,i,i,-3,i
CCOC(=O)c1sc(NC(=O)Cc2ccc(F)cc2)nc1C,i,2,.,i,i,i,-14,i,i,7,i
Cc1ccc(C(=O)COC(=O)c2cnccn2)cc1,i,-10,-2,i,i,i,-4,i,i,-1,i
O=C(Nc1ccc(Cl)cc1)C(c1ccccc1)N(CCO)CCO (stereo not drawn),i,-2,2,i,i,i,-11,i,i,1,i
Cc1ccc(NC(=O)[C@@H](CC(C)C)NC(=O)[C@@H]2Cc3ccccc3CN2)cc1,i,6,0,i,i,i,-9,i,i,-2,i
CCOC(=O)c1cnc2ccc(Cl)cc2c1NCCN(C)C,i,38,4,i,i,i,-9,i,i,13,i
CC(=O)N1CCOc2ccc(S(=O)(=O)N3CCCCC3)cc21,i,-8,2,i,i,i,-7,i,i,1,i
COc1cc(Br)cc(Br)c1OCC(=O)N/N=C/c1c(C)n(C)n(-c2ccccc2)c1=O,i,2,-1,i,i,.,-9,i,i,.,i
Cc1[nH]c(C)c(S(=O)(=O)N2CCN(c3cccc(Cl)c3)CC2)c1C(=O)N1CCCC1,i,-1,-2,i,i,i,-8,i,i,-3,i
Fc1c(F)c(F)c(CSc2nc3ccccc3[nH]2)c(F)c1F,i,2,-2,i,i,i,-8,i,i,-2,i
Cc1cc(-c2ccccc2)n(-c2ccc(C(N)=O)cc2)n1,i,7,0,i,i,i,-8,i,i,2,i
CCOCCCNC(=O)C1CCN(S(=O)(=O)N2CCCC2)CC1,i,-3,0,i,i,i,-20,i,i,-1,i
CN(/N=C/c1ccc(O)cc1O)c1ncc(C(F)(F)F)cc1Cl,i,22,-6,i,i,i,-7,i,i,-3,i
O=C(COC(=O)CNC(=O)C1CCCCC1)Nc1ccc2ccccc2c1,i,-2,5,i,i,i,-4,i,i,-1,i
Clc1ccc(-c2nnc3n2CCCCC3)cc1,i,2,0,i,i,i,-10,i,i,0,i
O=c1c2ccccc2cnn1Cc1n[nH]c(=S)n1-c1ccc(F)c(Cl)c1,i,0,0,i,i,i,-7,i,i,0,i
Cc1cc(C(=O)N/N=C/c2c3ccccc3cc3ccccc23)n[nH]1,i,3,0,i,i,i,-6,i,i,-1,i

# Continuation.
SMILES,KCNQ1 pot,DYRK1A inh,GSK3beta inhib,RGS4 act,KCNK9 inh,PolyA inhibitor,hERG protect,RGS4 block,KCNQ1 inh,GSK3 alpha inh,KCNK3 inh
COc1ccc(N(C(=O)CNC(=O)c2ccco2)C(C(=O)NCC2CCCO2)c2ccccc2)cc1Cl (stereo not drawn),i,0,-2,i,i,i,-6,i,i,0,i
CCCCc1c(O)nc(SCC(=O)O)[nH]c1=O,i,-8,4,i,i,i,-7,i,i,-4,i
COc1ccccc1/C=C/C=N/N1CCN(Cc2ccc(Cl)cc2)CC1,i,-8,2,i,i,i,-13,i,i,-1,i
CN(C)c1ccc(/C=N/NC(=O)CN2CCN(c3ccc(F)cc3)CC2)cc1,i,.,4,i,i,i,0,i,i,-4,.
Cc1ccc(C(=O)Nc2nccc(C)n2)cc1,i,12,0,i,i,.,-4,i,i,-1,i
Cc1ccc(N2CC(C(=O)Nc3nnc(SCC(=O)Nc4cc(C)on4)s3)CC2=O)cc1 (stereo not drawn),i,10,5,i,i,i,-1,i,i,.,i
COc1cccc(C(=O)Nc2ccc(C(=O)c3ccncc3)cc2)c1,i,1,1,i,i,i,-10,i,i,-1,i
O=[N+]([O-])c1ccc(C(O)CSC(=S)N2CCCCC2)cc1 (stereo not drawn),i,-4,2,i,i,i,-2,i,i,-1,i
O=C(c1ccccc1NS(=O)(=O)c1cccc([N+](=O)[O-])c1)N1CCOCC1,i,-3,-1,i,i,i,0,i,i,.,i
CCCCSc1nnc(-c2ccc(C)cc2)c2ccccc12,i,6,2,i,-7.1*,i,-22,i,11*,-2,i
COc1cc2c(cc1OC)C(c1ccc(N(C)C)cc1)CC(=O)N2 (stereo not drawn),i,-3,1,i,i,i,-2,i,i,3,i
Cc1cc(-c2ccco2)n(-c2ccccc2)n1,i,-2,-1,i,i,i,-16,i,i,1,i
Cc1nc(CCNC(=O)Cc2ccccc2)cs1,i,-4,2,i,i,i,-3,i,i,2,i
Cc1ccc(NC2=NCC(Cc3ccc(Br)cc3)S2)cc1 (stereo not drawn),i,2,-1,i,i,i,-14,i,i,0,i

# Screening data from PubChem BioAssay.
